TSG101-PTAP inh – blocks PTAP/TSG101 interaction to inhibit HIV-1 budding. 340,000 tested, under 10 active. Fluorescence polarization, FITC-PTAP peptide / Tsg101 binding. Q99816. AID 493005. Potency, µM (series often up to 115 µM), for inactives: top-dose activity change, negative = inhibition, hits mostly inhibitors; active means well fitted inhibition curve with a large enough effect in the main read-out, with a control signal flat, not every such curve was filed as active; inconclusive means small, poorly fitted or top-dose-only effect, or effect the other way, or a change in a side signal; inactive means no such curve, though single readings can be large or run the other way; further: potency means the concentration at half of the fitted maximal effect; % of control where 0% means no effect
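Fluorescence anisotropy tracks displacement of a FITC-tagged PTAP peptide (50 nM) from the Tsg101 binding domain (10 uM), following a 20 min room-temperature incubation at pH 7.5.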
a7 integrin act – activates integrin-mediated alleviation for muscular dystrophy; alpha7betagal myoblasts, beta-gal FDG fluorescence, 48 h; actives 0.064% (n = 350,000); Potency, µM (highest dose often 38.3 µM), inactives show top-dose activation, actives largely listed as activators; AID 624291;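 further: potency means the concentration at half of the fitted maximal effect; 100% = response of the positive control SU9516; nearly all actives have a fitted effect of over 60% in size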
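Alpha7betagal+/- myoblasts (passage 13) were plated 16-24 hr, then exposed to compounds (1:260 dilution of DMSO stock) for 48 hours at 37C. After MPER lysis, β-galactosidase reporter activity was read as FDG fluorescence (ex 480/em 540) after 30 minutes.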
uPA surface inh – cell surface uPA generation inhibition. actives 0.31% (n = 330,000). cell surface uPA generation assay, qHTS. Potency, µM (series often up to 38.3 µM), without a hit: at the top dose activity change, negative = inhibition, hits mostly inhibitors. AID 540303; active means well fitted inhibition curve with a large enough effect; inconclusive means small, poorly fitted or top-dose-only effect; inactive means no such curve, though single readings can be large or run the other way; tested in mouse RAW 264.7 cells; further: potency means the concentration at half of the fitted maximal effect; on the % scale 0 is the no-effect control and ±100 the full control effect; nearly all actives have a fitted effect of over 55% in size
USP2a inh – blocks human ubiquitin-specific protease USP2a | USP2 core, Ub-CHOP2 coupled fluorogenic reporter, 485/531 | Potency, µM (highest dose often 38.3 µM), without a hit: at the highest dose activity change, negative = inhibition, hits mostly inhibitors | actives 0.01% (n = 330,000) | AID 463254;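 further: potency means the concentration at half of the fitted maximal effect; plate controls were DMSO wells for no effect and full inhibition by NEM control for full effect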
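USP2 core (10nM final) preincubated 30min RT with compound in 20mM Tris-HCl pH 8.0, 2mM CaCl2, 2mM beta-mercaptoethanol, 0.05% CHAPS; 25nM Ub-CHOP2 plus 25nM reporter substrate added, fluorescence (Ex485/Em531) read after 60min.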
B2AR arrestin – beta2AR (human) beta-arrestin recruitment activity. P07550. Potency, µM (doses to about 46.1 µM), for inactives: at the highest dose activation, hits mostly activators. actives 0.02% (n = 330,000). beta-arrestin recruitment to beta2AR, cell-based reporter;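 further: potency means the concentration at half of the fitted maximal effect; 0% = DMSO controls and full agonism = EC100 isoproterenol or metaproterenol; nearly all actives have a fitted effect of over 65% in size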
BRCA1 expr up – activators of BRCA1 expression | actives 1.1% (n = 380,000) | Potency, µM (series often up to 46.1 µM), for inactives: top-dose activation, usual class: activators | MCF7-BRCA1-FFLuc reporter, luminescence, 48 h; response scale: scaled: vehicle 0%, 10 µM genistein 100% | AID 624202; further: potency means the concentration at half of the fitted maximal effect; nearly all actives have a fitted effect of over 80% in size; some results filed as inactive show a strong effect at the top dose
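MCF7 cells carrying a BRCA1-firefly luciferase reporter (2000 cells/well, phenol-red free MEM) were attached for 2 h at 37 °C, then given compounds for 48 h. Luminescence was read 15 min after luciferase reagent; activity normalized to genistein (10 microM) and DMSO.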
TRPV1 agonist – human TRPV1 agonism | AID 540275 | actives 0.19% (n = 320,000) | Q8NER1 | activation, % at 8.33 µM | TRPV1-expressing cells, Fluo-8 calcium influx, agonist mode; in the data active means activation above about 80%; inconclusive means between about 30% and that limit; further: 0% is about no effect
Target sequence (Q8NER1 whole entry, looked up): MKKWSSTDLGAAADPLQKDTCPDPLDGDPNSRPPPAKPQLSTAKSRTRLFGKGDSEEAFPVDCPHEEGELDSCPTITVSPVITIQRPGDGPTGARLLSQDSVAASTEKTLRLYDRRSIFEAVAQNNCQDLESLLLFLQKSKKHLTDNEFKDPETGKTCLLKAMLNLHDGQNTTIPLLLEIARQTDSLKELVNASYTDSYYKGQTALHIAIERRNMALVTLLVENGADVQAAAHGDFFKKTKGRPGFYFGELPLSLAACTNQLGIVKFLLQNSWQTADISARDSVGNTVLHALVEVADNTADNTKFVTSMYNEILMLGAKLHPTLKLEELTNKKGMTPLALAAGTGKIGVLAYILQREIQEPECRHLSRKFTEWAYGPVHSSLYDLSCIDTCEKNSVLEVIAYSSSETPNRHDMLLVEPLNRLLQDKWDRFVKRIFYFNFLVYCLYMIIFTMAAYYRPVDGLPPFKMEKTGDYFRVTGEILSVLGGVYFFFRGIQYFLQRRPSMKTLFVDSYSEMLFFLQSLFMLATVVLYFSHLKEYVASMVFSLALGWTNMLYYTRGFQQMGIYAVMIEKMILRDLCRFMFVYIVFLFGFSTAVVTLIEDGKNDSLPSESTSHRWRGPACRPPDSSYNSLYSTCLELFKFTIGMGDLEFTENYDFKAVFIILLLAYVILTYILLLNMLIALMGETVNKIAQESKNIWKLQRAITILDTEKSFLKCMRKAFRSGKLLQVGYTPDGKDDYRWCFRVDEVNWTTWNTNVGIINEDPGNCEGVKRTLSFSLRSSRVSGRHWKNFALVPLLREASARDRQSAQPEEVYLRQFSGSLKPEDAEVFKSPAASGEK
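Cells expressing TRPV1 were dye-loaded with Fluo-8 and read kinetically: 10 s baseline, 3 min after compound (agonist portion), then 2 min after EC20 capsaicin (allosteric enhancer portion). Calcium-bound dye fluorescence at 480/520 nm.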
ELG1 genotoxic – inducers of genotoxicity in HEK293T ELG1-luciferase cells; actives 1.3% (n = 330,000); HEK293T ELG1-luciferase reporter, luminescence, 16 h; AID 504466; Potency, µM (doses to about 46 µM), inactives show top-dose activity change, positive = activation, most hits filed as activators; further: potency means the concentration at half of the fitted maximal effect; % of control where 0% means no effect; nearly all actives have a fitted effect of over 60% in size
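Screening used a luciferase reporter fused to human ELG1 in HEK293T cells. Luminescence was read on a CCD plate imager after 16 hr exposure and 30 min ONE-Glo incubation.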
Eya2 inh – inhibitors of human Eya2 phosphatase activity; O00167; recombinant Eya2, OMFP fluorescence dephosphorylation (OMFP is methylfluorescein phosphate); Potency, µM (series often up to 76.9 µM), for inactives: top-dose activity, negative = inhibition, most hits filed as inhibitors; actives 0.006% (n = 330,000); AID 488837; further: potency means the concentration at half of the fitted maximal effect; on the % scale 0 is the no-effect control and ±100 the full control effect
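Eya2 protein (added as 0.2 uM solution) was preincubated with compound for 10 min at ambient temperature in 50 mM HEPES pH 7.5, 50 mM NaCl, 5 uM MgCl2, 0.05% BSA, 1 mM DTT. OMFP (added at 50 uM) then reacted 10 min; fluorescence read at 485/525 nm.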
p53 reactivator – mutant p53 re-activation in reporter cells. H1299 p53-A138V BP100-luciferase reporter, luminescence, 24 h. Potency, µM (series often up to 92.2 µM), without a hit: top-dose activity change, positive = activation, usual class: activators. actives 0.063% (n = 320,000). AID 504706; further: potency means the concentration at half of the fitted maximal effect; % of control where 0% means no effect; nearly all actives have a fitted effect of over 45% in size
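p53-null H1299 cells stably carrying temperature-sensitive p53-A138V and a BP100-luciferase reporter were pinned with compounds (4-point, 1:5 series) and held 24 hrs at 37 deg C. Luminescence was read 10 min after detection reagent.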
ASM inhibitor – inhibitors of human secretory acid sphingomyelinase. P17405. Potency, µM (highest dose often 57.5 µM), for inactives: at the top dose activity change, negative = inhibition, most hits filed as inhibitors. actives 0.006% (n = 340,000). placental ASM, HMU-PC fluorogenic substrate, 60 min; further: potency means the concentration at half of the fitted maximal effect
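Steps: dispense placental human ASM, pin compound, wait 10 min at room temperature, add HMU-PC0 substrate at 9 uM final, incubate 60 min at 37 °C, add stop solution raising pH to 10, read fluorescence.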
An asterisk follows results filed as active; & = joins results of further samples; [ ] = dose if it differs, or a comment. Unless noted, the call rests on the fitted dose curve; in most records, active means well fitted curve in the direction sought with a large enough effect; inconclusive means small, poorly fitted or top-dose-only effect, or another doubt; inactive means no such curve, though single readings can be large; an effect the other way counts as inactive or inconclusive.

For CCn1c(SCC(=O)Nc2nccs2)nnc1C1CC1 the results were TSG101-PTAP inh -7.9%, a7 integrin act 12.5%, uPA surface inh -1.3%, USP2a inh 0.4%, B2AR arrestin 0.3%, BRCA1 expr up -0.7%, TRPV1 agonist -3.0, ELG1 genotoxic 1.4%, Eya2 inh 2.4% and ASM inhibitor -1.5%.
Screening COc1ccccc1OCC(=O)Nc1nonc1NC(=O)COc1ccccc1OC returned TSG101-PTAP inh -0.8%, a7 integrin act 34.7%, uPA surface inh 1.7%, USP2a inh 0.4%, B2AR arrestin 0.3%, BRCA1 expr up -5.1%, TRPV1 agonist -1.3, ELG1 genotoxic -3.0%, Eya2 inh 4.9%, p53 reactivator 3.6% and ASM inhibitor -4.3%.
CC(=O)Nc1ccc(S(=O)(=O)N2CCCCC2C(=O)O)cc1 (centres undefined) was read as TSG101-PTAP inh 3.1%, a7 integrin act 2.5%, uPA surface inh 8.2%, USP2a inh 1.8%, B2AR arrestin -0.8%, BRCA1 expr up 21.5%, TRPV1 agonist 0.5, ELG1 genotoxic 0.2%, Eya2 inh -6.3%, p53 reactivator -1.9% and ASM inhibitor 1.2%.
NC(=O)c1ccsc1NC(=O)COC(=O)CCOc1ccccc1 was read as TSG101-PTAP inh inconclusive, a7 integrin act -42.7%[inhibitor], uPA surface inh -6.0%, USP2a inh -0.9%, B2AR arrestin -0.1%, BRCA1 expr up 2.5%, TRPV1 agonist 10.2, ELG1 genotoxic -3.0%, Eya2 inh 25.8%, p53 reactivator -0.9% and ASM inhibitor -4.9%.
For CCCOc1ccc(/C=N/NC(=O)C(C)Sc2ccccn2)cc1OCC (centres undefined) the results were TSG101-PTAP inh 2.4%, a7 integrin act -12.3%, uPA surface inh -4.7%, USP2a inh 1.4%, B2AR arrestin 2.7%, BRCA1 expr up -17.5%, TRPV1 agonist -3.3, ELG1 genotoxic -5.8%, Eya2 inh -1.5%, p53 reactivator 3.8% and ASM inhibitor -0.1%.
Screening Cc1ccc(NC(=O)N2CCCn3c(SCC(=O)c4ccccc4)nnc32)cc1 returned TSG101-PTAP inh -8.3%, a7 integrin act 4.5%, uPA surface inh -3.3%, USP2a inh -1.0%, B2AR arrestin -0.3%, BRCA1 expr up 12.0%, TRPV1 agonist 7.3, ELG1 genotoxic -2.8%, Eya2 inh 11.2%, p53 reactivator 2.9% and ASM inhibitor -0.7%.
CCOc1cc(C2NC(=O)c3ccccc3O2)ccc1OC(C)C (centres undefined) was read as TSG101-PTAP inh -1.4%, a7 integrin act 0.0%, uPA surface inh 2.2%, USP2a inh 2.3%, B2AR arrestin -1.2%, BRCA1 expr up 7.0%, TRPV1 agonist -6.1, ELG1 genotoxic 0.3%, Eya2 inh -0.3% and ASM inhibitor -1.0%.
CCOC(=O)N1CCN(S(=O)(=O)c2ccc(C(=O)N(CCN(CC)CC)c3nc4ccc(C)cc4s3)cc2)CC1 was read as TSG101-PTAP inh -10.6%, a7 integrin act -4.5%, uPA surface inh 2.4%, USP2a inh 0.5%, B2AR arrestin -0.9%, BRCA1 expr up 61.0%, TRPV1 agonist 2.5, ELG1 genotoxic 5.2%, Eya2 inh -1.3%, p53 reactivator inconclusive and ASM inhibitor -4.6%.
CC(=O)NC(Cc1c[nH]c2ccccc12)C(=O)N/N=C/c1ccccc1 (centres undefined) was read as TSG101-PTAP inh -6.2%, a7 integrin act 17.0%, uPA surface inh -0.3%, USP2a inh 3.1%, B2AR arrestin -0.8%, BRCA1 expr up -11.3%, TRPV1 agonist -0.2, ELG1 genotoxic inconclusive, Eya2 inh -5.8%, p53 reactivator -1.1% and ASM inhibitor -3.6%.
`COc1ccc(CNC(=O)C2CCN(S(=O)(=O)c3ccc(-c4nn[nH]n4)cc3)CC2)cc1` gave TSG101-PTAP inh -11.9%, a7 integrin act -1.7%, uPA surface inh 6.2%, USP2a inh -0.3%, B2AR arrestin 0.0%, BRCA1 expr up 22.5%, TRPV1 agonist -0.3, ELG1 genotoxic -0.6%, Eya2 inh -16.5%, p53 reactivator -2.0% and ASM inhibitor 9.1%.
For O=C(CCCCCNS(=O)(=O)c1ccc(Br)cc1)NCCN1CCOCC1 the results were a7 integrin act 16.1%, uPA surface inh 5.1%, USP2a inh -0.3%, B2AR arrestin 1.1%, BRCA1 expr up 7.7%, TRPV1 agonist 1.8, ELG1 genotoxic -5.8%, Eya2 inh 2.9%, p53 reactivator -6.9% and ASM inhibitor 3.3%.
`O=C(c1ccc(N2CCCC2=O)cc1)N1CCOCC1` gave TSG101-PTAP inh -9.3%, a7 integrin act 9.5%, uPA surface inh 0.3%, USP2a inh -0.4%, B2AR arrestin -0.1%, BRCA1 expr up 11.8%, TRPV1 agonist -0.8, ELG1 genotoxic -1.1%, Eya2 inh 7.3%, p53 reactivator 5.7% and ASM inhibitor 1.7%.
COc1ccccc1N(CC(=O)N/N=C/c1c(O)ccc2ccccc12)S(C)(=O)=O was read as TSG101-PTAP inh 2.6%, a7 integrin act -6.6%, uPA surface inh -7.5%, USP2a inh 3.5%, B2AR arrestin -0.4%, BRCA1 expr up -87.3%[inhibitor], TRPV1 agonist 0.3, ELG1 genotoxic 10.9%, Eya2 inh -2.5%, p53 reactivator 17.2% and ASM inhibitor 34.1%.
CC(Oc1ccc(C(=O)c2ccccc2)cc1)C(=O)Nc1ccc(S(N)(=O)=O)cc1 (centres undefined) was read as TSG101-PTAP inh -0.6%, a7 integrin act 3.9%, uPA surface inh -2.8%, USP2a inh 0.0%, B2AR arrestin -0.6%, BRCA1 expr up -29.7%, TRPV1 agonist inconclusive, ELG1 genotoxic -2.9%, Eya2 inh -5.0%, p53 reactivator 0.7% and ASM inhibitor -8.3%.
`O=C(NS(=O)(=O)Nc1ccccn1)c1c[nH]c2ccccc12` gave TSG101-PTAP inh 1.1%, a7 integrin act 5.5%, uPA surface inh -29.1%, USP2a inh 1.8%, B2AR arrestin -0.3%, BRCA1 expr up -5.1%, TRPV1 agonist -0.5, ELG1 genotoxic 1.2%, Eya2 inh -4.8%, p53 reactivator 3.7% and ASM inhibitor -4.3%.
For CCc1ccc(C2CC(c3ccc(F)cc3)Nc3nc(N)nn32)cc1 (centres undefined) the results were TSG101-PTAP inh -8.4%, a7 integrin act 27.4%, uPA surface inh 14.5%, USP2a inh 0.7%, B2AR arrestin 2.8%, BRCA1 expr up -3.2%, TRPV1 agonist -3.2, ELG1 genotoxic -5.7%, Eya2 inh -18.6%, p53 reactivator -0.6% and ASM inhibitor 0.3%.
For CS(=O)(=O)NCC(c1cccnc1)N1CCN(c2ccccc2F)CC1 (centres undefined) the results were TSG101-PTAP inh -5.9%, a7 integrin act 2.8%, uPA surface inh 10.4%, USP2a inh 2.5%, B2AR arrestin -0.3%, BRCA1 expr up -1.8%, TRPV1 agonist 2.3, ELG1 genotoxic -1.7%, Eya2 inh 2.6%, p53 reactivator -1.6% and ASM inhibitor 4.4%.
`O=C(NCCS(=O)(=O)N1CCC2(CC1)OCCO2)c1ccccc1` gave TSG101-PTAP inh 0.5%, a7 integrin act 14.8%, uPA surface inh 5.2%, USP2a inh -0.3%, B2AR arrestin -0.4%, BRCA1 expr up 13.6%, TRPV1 agonist 4.3, ELG1 genotoxic 0.6%, Eya2 inh 0.4%, p53 reactivator -0.7% and ASM inhibitor 4.2%.
For Cc1ccc(S(=O)(=O)Nc2cc(S(=O)(=O)N3CCOCC3)ccc2NCC2CCCO2)cc1 (centres undefined) the results were TSG101-PTAP inh -1.3%, a7 integrin act -13.1%, uPA surface inh -1.0%, USP2a inh 1.3%, B2AR arrestin -0.2%, BRCA1 expr up -8.0%, TRPV1 agonist 7.1, ELG1 genotoxic -1.7%, Eya2 inh 1.9%, p53 reactivator -2.8% and ASM inhibitor -0.5%.
`COc1cccc(CNC(=O)Cn2ncc3c(=O)oc4ccccc4c32)c1` gave TSG101-PTAP inh -0.9%, a7 integrin act -23.0%, uPA surface inh -2.7%, USP2a inh 0.4%, B2AR arrestin -0.6%, BRCA1 expr up -5.9%&0.0%, TRPV1 agonist -1.2, ELG1 genotoxic 8.9%, Eya2 inh -1.1%, p53 reactivator -1.4% and ASM inhibitor 5.5%.
CCC(C)/C(C)=N/NC(=O)C1COc2ccccc2O1 (centres undefined) was read as TSG101-PTAP inh -8.0%, a7 integrin act 5.6%, uPA surface inh 8.8%, USP2a inh 4.3%, B2AR arrestin -1.1%, BRCA1 expr up -5.4%, TRPV1 agonist -0.6, ELG1 genotoxic -2.3%, Eya2 inh 2.4%, p53 reactivator 7.9% and ASM inhibitor 2.7%.
